AmpC inh detg = AmpC beta-lactamase inhibition with detergent present. AmpC hydrolysis of nitrocefin, absorbance 480 nm, 0.01% Triton. 0.041% of 370,000 active. Potency, µM (doses to about 114 µM), for inactives: at the highest dose activity change, negative = inhibition, usual class: inhibitors. P00811. AID 485294;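 further: potency means the concentration at half of the fitted maximal effect; 0% = no-compound wells and -100% = no-enzyme wells; nearly all actives have a fitted effect of over 25% in size; some results filed as inactive show a strong effect at the top dose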
Target sequence (P00811 whole entry, looked up): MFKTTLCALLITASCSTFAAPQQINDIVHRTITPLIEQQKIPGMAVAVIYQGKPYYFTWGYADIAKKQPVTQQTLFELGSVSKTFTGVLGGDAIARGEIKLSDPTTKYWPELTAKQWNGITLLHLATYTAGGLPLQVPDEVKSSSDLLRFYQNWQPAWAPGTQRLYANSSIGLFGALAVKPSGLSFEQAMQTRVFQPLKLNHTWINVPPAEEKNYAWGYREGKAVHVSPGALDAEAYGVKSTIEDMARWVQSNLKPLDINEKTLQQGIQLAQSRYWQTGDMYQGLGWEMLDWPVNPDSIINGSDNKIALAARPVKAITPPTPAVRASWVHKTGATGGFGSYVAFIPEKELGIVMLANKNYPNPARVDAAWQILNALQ
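20 mM phosphate pH 7.0 + 0.01% (detergent screen) or 0.0001% Triton X-100; 5.3 nM AmpC reagent; cpd preinc 15 min RT; nitrocefin (800 uM stock) to start; A480 q20 s × 4 min; Activity was normalised to no-enzyme and no-compound control wells.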
HCMV antiviral = blocks human cytomegalovirus replication. 4.5% of 410,000 active. HFF cells, HCMV-luciferase reporter, 72 h; hits give low values. activity change, negative = inhibition, % at 57.5 µM; in the data active means activity change below about -60%; inconclusive means no clear call, values can overlap the other calls; inactive means above about -39%
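Two compound doses tested in HFFs infected with HCMV-luciferase, MOI 1 PFU/cell, 72 h at 37C. Lysate luminescence read with OneGlo; data normalized against buffer-only and 10uM Salinomycin inhibitor controls.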
HCV inh = inhibitors of hepatitis C virus infection | Huh7.5.1 HCVcc-Cre infection, luciferase reporter, 44 h | Potency, µM (highest dose often 41.8 µM), without a hit: top-dose activity change, negative = inhibition, actives largely listed as inhibitors | 3.4% of 340,000 active | AID 651820; further: potency means the concentration at half of the fitted maximal effect
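After 44 h co-culture of compound, cells and HCVcc-Cre (~0.5 moi), substrate is added for 15 min at room temperature and luciferase measured over 15 sec. Cells were seeded at 1,000/well and pre-cultured 4 h.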
AMA1 RON2 block = AMA1-RON2 (P. falciparum) interaction inhibition. 0.2% of 360,000 active. AlphaScreen AMA1-biotinylated RON2 peptide binding. Potency, µM (highest dose often 58.2 µM), inactives show top-dose activity change, negative = inhibition, actives largely listed as inhibitors;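 further: potency means the concentration at half of the fitted maximal effect; 0% = vehicle wells and -100% = peptide control; nearly all actives have a fitted effect of over 45% in size; some results filed as inactive show a strong effect at the top dose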
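AMA1 (3D7) with his tag at 25 nM final met compounds first, then biotinylated RON2 peptide at 25 nM; detection used donor plus acceptor beads, 10 µg/mL apiece, read by AlphaScreen after 30 min at room temperature.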
Giardia FBPA inh = inhibitors of Giardia lamblia fructose-1,6-bisphosphate aldolase | A8B2U2 | purified Giardia FBPA | Potency, µM (highest dose often 59.6 µM), inactives show top-dose activity, negative = inhibition, usual class: inhibitors | 0.71% of 290,000 active | AID 2451; further: potency means the concentration at half of the fitted maximal effect; nearly all actives have a fitted effect of over 55% in size
Target sequence (A8B2U2 whole entry, looked up): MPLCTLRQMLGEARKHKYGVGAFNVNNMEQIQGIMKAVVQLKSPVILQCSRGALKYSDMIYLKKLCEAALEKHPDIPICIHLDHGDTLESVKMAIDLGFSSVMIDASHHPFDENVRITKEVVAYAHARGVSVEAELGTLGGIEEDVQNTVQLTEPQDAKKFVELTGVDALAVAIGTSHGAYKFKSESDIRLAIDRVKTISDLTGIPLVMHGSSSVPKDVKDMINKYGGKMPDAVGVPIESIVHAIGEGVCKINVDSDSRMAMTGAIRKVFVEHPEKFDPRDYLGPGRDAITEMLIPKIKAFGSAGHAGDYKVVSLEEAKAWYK
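Giardia FBPA (40 nM reagent) was preincubated 10 min at RT with compound (up to 57.5 uM final), then substrate plus GAPDH/TPI/NAD/arsenate coupling system with diaphorase/resazurin was added; resorufin fluorescence (525/598 nm) was read after 20 min.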
Sm TGR block = S. mansoni TGR enzyme inhibition. Q962Y6. purified TGR, DTNB reduction, TNB absorbance 405 nm. Potency, µM (series often up to 114 µM), for inactives: at the top dose activity change, negative = inhibition, usual class: inhibitors. AID 485364. 3% of 360,000 active; further: potency means the concentration at half of the fitted maximal effect; nearly all actives have a fitted effect of over 60% in size
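TGR 20 nM + NADPH 100 uM (dispensed conc.), cpd preinc 15 min RT; start with NADPH (500 uM addition) then DTNB (15 mM addition). Kinetic TNB absorbance, 405 nm filter. Four-parameter Hill fit across titration.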
An asterisk follows results filed as active; u = inconclusive; x = no result given; + = active, no number; & = joins results of further samples; [ ] = dose if it differs, or a comment. Unless noted, the call rests on the fitted dose curve; in most records, active means well fitted curve in the direction sought with a large enough effect; inconclusive means small, poorly fitted or top-dose-only effect, or another doubt; inactive means no such curve, though single readings can be large; an effect the other way counts as inactive or inconclusive. Unless noted, on the % scale 0 is the no-effect control and ±100 the full control effect. This is a random part of the collection. About 9.3% of those tested had a hit in this group.

smiles,AmpC inh detg,HCMV antiviral,HCV inh,AMA1 RON2 block,Giardia FBPA inh,Sm TGR block
COc1ccc2[nH]c(=O)c(CN(C(=O)c3cccnc3)c3ccccc3)cc2c1,-3%,0,0%,0%,-1%,-13%
Cc1ccc(-n2cc3c(=O)n(C)c(=O)n(C)c3c2)cc1C,u,87,-9%,-6%,u,u
CCOc1ccc(-c2cc(-c3nc(-c4cc(OC)c(OC)c(OC)c4)no3)[nH]n2)cc1,1%,-9,x,x,x,0%
Cc1ccc(NC(=O)c2ccccn2)c(Br)c1,-6%,62,-27%,71%[activator],-7%,-1%
O=C(CSc1nc2ccccc2c(=O)n1Cc1ccc(Cl)cc1)NCc1cccs1,u,25,u,-4%,3%,-11%
COc1ccc(CNC(=O)C2COc3ccccc3O2)c(OC)c1 (configuration not stated),4%,23,-6%,0%,13%,1%
CCN1CCN(c2ccc(S(=O)(=O)N3CCOCC3)cc2NC(=O)CC(NC(C)=O)c2ccccc2)CC1 (configuration not stated),x,14,13%,103%[activator],x,x
O=C1CCN(Cc2ccccc2)C=C1c1ccc2ccccc2c1,x,27,2%,u,x,x
COc1ccc(C2=NN(C(=O)CN3CCCC3)C(c3ccc(OC)cc3)C2)cc1 (configuration not stated),4%,4,-15%,-9%,4%,0%
O=C(Nc1ccc(N2CCCCC2)cc1)C(Cl)c1ccccc1 (configuration not stated),4%,-7,-21%,u,-10%,x

A different layout for some results above.
CCN1CCN(c2ccc(S(=O)(=O)N3CCOCC3)cc2NC(=O)CC(NC(C)=O)c2ccccc2)CC1 (configuration not stated)
  AmpC inh detg: x	HCMV antiviral: 14	HCV inh: 13%	AMA1 RON2 block: 103%[activator]	Giardia FBPA inh: x	Sm TGR block: x
O=C1CCN(Cc2ccccc2)C=C1c1ccc2ccccc2c1
  AmpC inh detg: x	HCMV antiviral: 27	HCV inh: 2%	AMA1 RON2 block: u	Giardia FBPA inh: x	Sm TGR block: x
COc1ccc(C2=NN(C(=O)CN3CCCC3)C(c3ccc(OC)cc3)C2)cc1 (configuration not stated)
  AmpC inh detg: 4%	HCMV antiviral: 4	HCV inh: -15%	AMA1 RON2 block: -9%	Giardia FBPA inh: 4%	Sm TGR block: 0%
O=C(Nc1ccc(N2CCCCC2)cc1)C(Cl)c1ccccc1 (configuration not stated)
  AmpC inh detg: 4%	HCMV antiviral: -7	HCV inh: -21%	AMA1 RON2 block: u	Giardia FBPA inh: -10%	Sm TGR block: x

Next entries follow:
smiles,AmpC inh detg,HCMV antiviral,HCV inh,AMA1 RON2 block,Giardia FBPA inh,Sm TGR block
O=C(CSC(=S)N1CCCCC1)Nc1ncc2c(n1)CC(c1ccco1)CC2=O (configuration not stated),2%,-2,u,-1%,5%,u
CC(=O)N1c2ccc(S(=O)(=O)N3CCCC3C(=O)NCc3ccccc3Cl)cc2CC1C (configuration not stated),-4%,-3,10%,5%,9%,-15%
COc1ccc(CSc2nc3ccccc3c(=O)n2CCCN2CCOCC2)cc1F,0%,40,-28%,-18%,0%,9%
O=C(c1cnn2c(C(F)(F)F)cc(-c3cccs3)nc12)N1CCN(C(c2ccccc2)c2ccccc2)CC1,-7%,-23,u,15%,-8%,-13%
COc1ccc(OC)c(CCNC(=O)c2ccc3c(c2)N(Cc2ccccc2)CCS3)c1,7%&12%,-34&-23,u,-5%,x,17%&1%
O=C(NCCc1ccc(Cl)cc1)c1cc(-c2ccccc2)n[nH]1,-4%,-21,x,x,x,-1%
COc1cc(NC(=O)C2CCN(S(=O)(=O)c3cccs3)CC2)cc(OC)c1,u,-33,9%[8.37 µM],-19%,x,-3%
CCOc1ccc(C(=O)N2CCC3(CC2)NCCc2[nH]cnc23)cc1,2%,5,25%,15%,x,-2%
Cc1cc(C)c(Cn2c3ccccc3c3cnn(CC(=O)NC4CCC(C)CC4)c(=O)c32)c(C)c1 (configuration not stated),-7%,-3,x,x,x,0%
O=C(c1ccc(Cn2c(=O)[nH]c3ccccc3c2=O)cc1)N1CCN(c2ccccn2)CC1,u,10,-16%&-16%,-2%,1%,-5%
C/C=C/C(=O)N1c2ccccc2C(C)=CC1(C)C,3%,7,0%,-13%,-11%,3%
COc1cccc(-c2nnc(Nc3nc4c(F)cccc4s3)o2)c1,-11%,136,3%,30%,25%,-8%
COc1cccc(CC(=O)Nc2nc3c(s2)C(=O)CC(C)(C)C3)c1,-2%,17,u,0%,0%,-1%
Cn1c(S(=O)(=O)c2ccc([N+](=O)[O-])cc2)nc(Br)c1Br,1%,-8,-15%,-7%,-6%,u
CCOc1ccc(NC(=O)C/C(C)=N/NC(=O)c2cnccn2)cc1,-11%,-34,-2%,112%[activator],x,-10%
CC(C)[C@H](NC(=O)[C@@H]1Cc2ccccc2CN1)C(=O)Nc1ccc2c(c1)OCO2,1%,-11,u,24%,x,-18%
O=C(CCCn1c(=O)[nH]c2ccccc2c1=O)Nc1ccc(F)cc1,4%,113,24%,16%,6%,0%
NC(N)=NC(N)=Nc1ccc2ccccc2c1,1%,-69*,u,48%[activator],8%,-1%
O=[N+]([O-])c1ccc2nc(SCc3ccccc3Cl)sc2c1,-1%,x,u,-16%,1%,0%
O=C(c1ccc(Cl)cc1)C1CCN(C(=O)C2CC2)CC1,1%,x,3%,-5%,0%,3%
CCOC(=O)c1ccc(Nc2cc(C)nc(C)c2C(=O)OCC)cc1,3%,-5,-22%,-10%,-7%,29%
CCCC(=O)C1=C(O)C(C(=O)OC)C(C)(C)CC1=NC(C)C (configuration not stated),u,-11,6%,9%,5%,0%
O=C(N/N=C/c1ccc(O)c(O)c1)c1cc(-c2ccccc2)nc2ccccc12,0%,-1,4%,0%,-26%,1%
COc1ccc(C2CC(=O)c3cnc(N4CCN(Cc5ccccc5)CC4)nc3C2)cc1 (configuration not stated),-9%,-14,u,-10%,-5%,-20%
Cc1cccc(NC(=O)c2cc(-c3ccc4c(c3)OCCO4)on2)c1,19%,22,x,x,x,2%
Cc1ccccc1NC(=O)CCS(=O)(=O)c1cccc2nonc12,0%,23,10%,0%,-12%,7%
O=S(=O)(c1ccc2c(c1)OCCO2)N1CCC(c2nc3ccccc3[nH]2)CC1,3%,3,4%,-4%,2%,1%
COc1ccc(-c2cc(C)nc3c(-c4ccc(OC)c(OC)c4)c(C)nn23)cc1,0%,-34,x,x,x,3%
COc1cc(NS(=O)(=O)c2cc(C)ccc2OC)c(OC)cc1Cl,-7%,-2,u,1%,1%,-14%
O=C(O)c1cccc(NC(=O)c2cc(-c3cccc(Cl)c3)nc3ccccc23)c1,-4%,23,3%,-7%,4%,2%
Cc1ccc(-n2nnnc2CNC(=O)C2CC(=O)N(c3ccccc3)C2)cc1C (configuration not stated),-14%&-6%,-22&-19,2%,-3%,6%,37%&5%[activator]
COc1ccccc1N1CCN(CC(=O)Nc2ccc(CN3CCCCC3)cc2)CC1,-15%,-30,u,-17%,u,1%
O=C(CNc1ccc2ccccc2c1)N/N=C/c1ccncc1,-2%,133,-4%,36%[activator],-19%,-22%
O=C(Nc1cccc(-c2nc3cc(Cl)ccc3o2)c1)c1ccc(F)cc1,-1%,15,x,x,x,u
COc1ccc(N/C=C(\[N+](=O)[O-])S(=O)(=O)c2ccccc2)cc1,-6%,52,2%,1%,-10%,u
COc1ccc(C(=O)NCc2csc(C(C)C)n2)cc1OC1CCN(C(C)=O)CC1,3%,-3,x,1%,x,-20%
COc1ccc(-n2cnnc2SCC(=O)Nc2ccc(C(N)=O)cc2)cc1,-3%,5,4%,-4%,12%,-7%
CCOC(=O)C1CCN(C(=O)CSC2=NCCS2)CC1,-5%,26,-2%,21%,2%,-16%
Nc1c(C(=O)CSc2nc3ccccc3o2)c(=O)[nH]c(=O)n1C1CC1,-7%,+,u,11%,x,-1%
CC(C)NC(=O)NC(=O)COC(=O)c1cc[n+]([O-])cc1,0%,3,17%,-10%,2%,10%
CCN(C(=O)COC(=O)c1cccnc1SC)C1CCCCC1,-2%,-15,-6%,-5%,x,3%
CCOC(=O)c1sc(NC(=O)C2CC(=O)N(c3ccc(C)cc3)C2)nc1C (configuration not stated),-1%,-5,10%,-2%,-2%,-2%
NC(N)=S,x,-30,-7%,0%,x,x
COc1ccc(C(CC(=O)N2CCN(c3ccccc3)CC2)c2c(OC)cc(OC)c3ccc(=O)oc23)cc1 (configuration not stated),2%,5,-22%,-13%,0%&6%,8%
O=C(NC1CCCCC1)c1ccc(-n2cncn2)c([N+](=O)[O-])c1,x,18,-1%,12%,x,x
CSCCC(NC(=O)c1ccc(C(C)(C)C)cc1)C(=O)O (configuration not stated),2%,-19,-3%,-1%,2%,5%
CCc1ccc(NC(=O)Cn2c(=O)n(CCCCC(=O)NCCc3ccc(Cl)cc3)c(=O)c3ccccc32)cc1,16%,0,x,x,x,4%
CC(C)C(=O)Nc1csc(C(F)(F)F)c1-c1ccccc1,1%,14,-24%,13%,7%,-2%
CC(=O)c1ccc(S(=O)(=O)Nc2ccc(S(=O)(=O)N3CCCCC3)cc2)cc1,x,10,-20%,0%,x,x
COc1ccc(N/C=C(\C#N)S(=O)(=O)c2ccc(OC)cc2)cc1,-5%,-13,9%,-13%,0%,-14%

Next section:
smiles,AmpC inh detg,HCMV antiviral,HCV inh,AMA1 RON2 block,Giardia FBPA inh,Sm TGR block
O=C(CC(=O)N/N=C\c1cccc(Cl)c1Cl)NCc1ccccc1,u,-11,u,17%,1%,-8%
CCn1c(/C=C/N(C(C)=O)c2ccccc2)[n+](CCCS(=O)(=O)[O-])c2cc(Cl)c(Cl)cc21,-5%,-16,15%,0%,7%,8%[57.1 µM]
Cc1ccc(C)c(N2CCN(C(=O)CCCCCn3c(=O)[nH]c4ccccc4c3=O)CC2)c1,-8%,18,x,x,x,-5%
Cn1c(SCc2ccccc2F)nc2ccccc2c1=O,x,u,u,-12%,x,x
N#C/C(=C\c1ccc(OCc2ccc(Br)cc2)cc1)C(=O)Nc1cccc(C(=O)O)c1,-12%,13,9%,1%,8%,-2%
COc1ccc(N/C=C\C(=O)c2ccc3c(c2)OCO3)cc1,1%,58,-25%,13%,-13%,1%
CCCCNc1ccc(C(CC(N)=O)NC(=O)c2ccccc2)cc1[N+](=O)[O-] (configuration not stated),2%,u,-18%,-9%,-1%,7%
O=C(O)CC(Cc1ccc(Cl)cc1)C(=O)Nc1ccccc1 (configuration not stated),u,48,4%,4%,7%,1%
COc1ccc(-c2cccc(NC(=O)c3cccs3)c2)nn1,u,-14,3.5µM*,7%,x,0%
CCOc1cc(C(=O)N2CCN(c3ccccn3)CC2)cc(OCC)c1OCC,-9%,11,6%,-9%,3%,-12%
O=C(CCn1c(=S)oc2ccccc21)NC1CCCCC1,7%,-34,8%,16%,3%,6%
O=C(NCC(c1ccco1)N1CCc2ccccc21)c1ccccc1Br (configuration not stated),-9%,-27,u,-23%,x,9%
Cn1nc(C(F)(F)F)c(/C=N/OC(=O)c2ccccc2Cl)c1SCc1ccccc1Cl,0%,u,u,5%,-2%,5%
